Screens (PubChem BioAssay)
UGM FP inh = blocks M. tuberculosis UGM enzyme. purified UGM, fluorescence polarization probe displacement. inhibition, % at 10 µM. 320,000 tested, 0.06% active. AID 504406; in the data active means inhibition above about 10%, passing the limit was not always enough
Mtb BioA inh = BioA (M. tuberculosis) enzyme inhibition | purified M. tuberculosis BioA enzyme, plate reader | inhibition, % at 9.99 µM | 360,000 tested, 0.096% active | AID 602481; in the data active means inhibition above about 40%
Mtb FBA inh = inhibitors of M. tuberculosis fructose-bisphosphate aldolase | 360,000 tested, 2.3% active | inhibition, % at 1 µM | P9WQA3 | purified M. tuberculosis FBA, fluorescence read-out; in the data active means inhibition above about 27%;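 further: 0% = vehicle and 100% = reference inhibitor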
Target sequence (P9WQA3 whole entry, looked up): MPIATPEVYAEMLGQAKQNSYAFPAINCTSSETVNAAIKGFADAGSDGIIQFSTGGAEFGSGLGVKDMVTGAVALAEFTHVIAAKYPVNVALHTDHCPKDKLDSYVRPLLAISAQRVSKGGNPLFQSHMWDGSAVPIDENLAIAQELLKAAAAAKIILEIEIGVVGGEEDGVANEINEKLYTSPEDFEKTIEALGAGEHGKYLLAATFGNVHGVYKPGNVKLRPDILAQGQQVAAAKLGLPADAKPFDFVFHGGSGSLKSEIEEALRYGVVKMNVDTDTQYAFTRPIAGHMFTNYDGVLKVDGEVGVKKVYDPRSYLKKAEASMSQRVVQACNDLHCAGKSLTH
BoNT F protease = BoNT F light chain protease inhibition; AID 588497; 360,000 tested, 0.22% active; Multiplex microsphere protease cleavage assay, flow cytometry; inhibition, % at 10 µM; in the data active means inhibition above about 35%, passing the limit was not always enough; further: plate controls were buffer without enzyme for full effect and enzyme alone for no effect
Rv3671c protease = Rv3671c (M. tuberculosis) protease inhibition | inhibition, % at 5.96 µM | 320,000 tested, 0.048% active; in the data active means inhibition above about 38%;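 further: extracellular domain of Rv3671c used as enzyme; 0% = enzyme with DMSO and 100% = no enzyme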
Target sequence (P9WHR9 whole entry, looked up, the tested form may be a part): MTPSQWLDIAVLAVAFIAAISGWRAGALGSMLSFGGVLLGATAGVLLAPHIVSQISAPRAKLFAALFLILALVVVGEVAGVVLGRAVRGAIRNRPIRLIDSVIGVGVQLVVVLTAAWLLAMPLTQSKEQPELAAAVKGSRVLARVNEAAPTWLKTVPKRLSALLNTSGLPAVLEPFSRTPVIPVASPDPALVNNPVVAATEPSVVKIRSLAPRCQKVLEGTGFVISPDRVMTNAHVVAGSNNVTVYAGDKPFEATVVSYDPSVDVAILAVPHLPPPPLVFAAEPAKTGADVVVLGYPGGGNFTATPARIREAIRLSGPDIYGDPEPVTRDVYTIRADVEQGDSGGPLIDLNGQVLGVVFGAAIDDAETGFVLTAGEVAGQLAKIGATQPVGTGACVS
FadD28 binding = inhibitors of Mycobacterium tuberculosis FadD28 bisubstrate binding | 360,000 tested, 0.22% active | inhibition, % at 12.5 µM | FadD28 bisubstrate probe binding, fluorescence polarization; in the data active means inhibition above about 8.5%, passing the limit was not always enough
GDH-TPI inh = counter-screen for M. tuberculosis FBA inhibitors: GDH-TPI coupled enzymes; GDH-TPI coupled enzyme counterscreen, NADH absorbance; inhibition, % at 4.8 µM; 360,000 tested, 1.2% active;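 further: 0% = DMSO wells and 100% = wells lacking the enzyme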
MazEF act = activators of E. coli MazEF toxin-antitoxin RNase | P0AE70 | FAM/BHQ RNA-DNA oligo cleavage fluorescence, 5 h | activation, % at 20 µM | 350,000 tested, 0.32% active | AID 504720; in the data active means activation above about 50%
Target sequence (P0AE70 whole entry, looked up): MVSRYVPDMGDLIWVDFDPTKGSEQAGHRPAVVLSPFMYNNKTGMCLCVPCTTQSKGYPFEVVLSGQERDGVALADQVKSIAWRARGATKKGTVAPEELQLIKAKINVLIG
CCHFV vOTU inh = blocks the CCHF virus ovarian tumor domain protease. inhibition, % at 11.5 µM. 370,000 tested, 0.55% active. CCHFV vOTU protease, Pep-AMC fluorescence. AID 651958; further: 0% = vehicle wells with enzyme and 100% = no enzyme wells
VHR inh abs = inhibitors of human VHR1 phosphatase (DUSP3) | P51452 | recombinant VHR phosphatase, pNPP absorbance | inhibition, % at 13.3 µM | 290,000 tested, 0.52% active | AID 1654; in the data active means inhibition above about 50%; further: some compounds called inactive have numbers as strong as hits
Target sequence (P51452 whole entry, looked up): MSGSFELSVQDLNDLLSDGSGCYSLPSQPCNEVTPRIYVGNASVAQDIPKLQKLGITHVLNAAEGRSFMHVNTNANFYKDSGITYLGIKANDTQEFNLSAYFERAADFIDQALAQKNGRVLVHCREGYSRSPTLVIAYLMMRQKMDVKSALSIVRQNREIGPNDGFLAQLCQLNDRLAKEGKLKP
* hit, by the source's call; · = not tested or not shown. Unless noted, no stated cut-off is given here; in the data, active means inhibition above about 30%; inactive means the rest.

SMILES	UGM FP inh	Mtb BioA inh	Mtb FBA inh	BoNT F protease	Rv3671c protease	FadD28 binding	GDH-TPI inh	MazEF act	CCHFV vOTU inh	VHR inh abs
C=CC[C@@H](Cc1ccc(F)cc1)C(=O)OC[C@@H]1CCCN1C(=O)[C@H](CC=C)CC(=O)NCCO	-0.6	2.2	1	2	1	-1.2	4	3	-1	·
Cc1c[n+]([O-])cc(C)c1[N+](=O)[O-]	·	-0.2	-2	5	·	-3.5	2	10	6	·
CCN(CC)C(=O)C1=C(C)N(CCC2=CCCCC2)C(=O)C(CC(=O)NCC2CCCCC2)C1 (stereo not drawn)	·	-1.1	0	-1	·	-2.3	5	3	23	·
NC(=O)c1ccc(NC(=O)COC(=O)CC(NC(=O)c2ccccc2Cl)c2ccccc2)cc1 (stereo not drawn)	-0.3	·	-1	-8	-7	-3.1	3	6	-2	-13
O=C(CSc1nc2ccccc2n1Cc1ccccc1Cl)N/N=C/c1ccccc1C(=O)O	-1.0	·	-1	-1	-4	-5.1	10	4	9	-3
O=C(CCC1CCCC1)N1CCN(C(=O)COc2ccccc2)CC1	0.8	3.2	3	-7	3	-3.7	-2	2	-3	4
CCCCn1c(N)c(N(CC)C(=O)C2CCN(C(=O)c3ccccc3C)CC2)c(=O)[nH]c1=O	-0.9	0.2	-2	-3	-4	-3.2	-1	4	-2	·
Cc1ccc(C(=O)N2CCC(C(=O)c3ccc(Cl)cc3)CC2)cc1	2.2	2.5	0	4	2	-3.2	6	8	-1	-14
CCN1CCn2c3c(c4cccc(C)c42)CCCC31 (stereo not drawn)	1.5	0.0	2	4	-9	0.9	2	5	-15	-2
NS(=O)(=O)c1ccc(CNC(=O)CNC(=O)Cc2ccccc2)cc1	1.2	0.0	1	-1	2	·	-5	14	5	7
CCOC(=O)C(=O)N1CCN(c2ccccc2OC)CC1	0.4	0.1	2	2	4	0.5	6	3	-7	-2
Cc1cccc(/C=N/NC(=O)c2ccccc2OCc2cccc(Br)c2)n1	-2.0	-2.0	3	-13	3	-1.9	2	-1	0	12
COc1ccc(-c2ccc(C#N)c(SCC(=O)NC3CC3)n2)cc1OC	0.4	·	99*	0	-6	2.0	25	0	-97	23
COc1ccc(C)cc1S(=O)(=O)Nc1cc2c3c(c1)CC(=O)N3CCC2	-2.2	-1.9	-2	19	2	0.2	-2	2	9	·
c1ccc(-c2ccc3ccccc3n2)cc1	1.2	-1.0	0	-14	-12	0.6	7	8	12	·
COc1ccccc1CN(C)C(=O)c1cccc(S(=O)(=O)N2CCCC2)c1	3.5	2.4	2	10	-6	-3.2	2	2	-8	·
NC(=O)SCC(=O)Nc1ccc(Cl)cc1	2.6	-3.4	0	·	2	-0.8	5	0	-17	23
Cc1cc(S(=O)(=O)NCCc2ccncc2)cc(C)c1F	-0.8	·	3	·	-2	-1.9	9	-3	-6	·
COc1ccc(OCC(=O)N/N=C(\C)c2ccc(-n3ccnc3)cc2)cc1	1.1	·	1	-8	7	-1.7	-1	2	-6	-2
CC1(C)Cc2ccccc2-c2nnc(SCC(=O)Nc3nc4ccccc4s3)n21	-0.5	-1.2	1	2	-7	-2.6	-1	-3	6	41
COc1ccc(CCNC(=O)CSc2nnc(-c3ccc(F)cc3)o2)cc1OC	1.9	0.2	1	-2	8	-0.4	4	3	-5	26
C=CCOCCn1[nH]c2ccccc2c1=O	-0.3	0.9	47*	2	2	0.4	3	11	-11	·
CCOC(=O)c1cc(NC(=O)Cc2ccc(S(=O)(=O)N3CCOCC3)s2)cc(C(=O)OCC)c1	0.3	-0.7	2	-3	-64	-1.7	-4	-19	-93	·
Cc1ccc(NC(=O)c2cnn(-c3ccccc3)c2C)c(C)c1	1.1	4.7	0	-15	-6	-1.6	0	5	-10	-11
Cc1c(C(=O)O)sc(S(=O)(=O)N2CCN(C(=O)Cc3ccccc3)CC2)c1C(=O)O	·	-0.9	1	3	·	1.5	8	4	-4	·
Oc1c(Br)cc(Br)cc1C=Nc1ccc2c(c1)OCCO2	0.3	·	-2	-6	13	-3.4	-3	-10	7	-6
CC1(C(=O)NCc2cccs2)Cc2c(-c3cccc(C(F)(F)F)c3)ccnc2O1 (stereo not drawn)	·	0.4	-1	-2	·	-3.4	-4	·	15	·
COC(=O)CSc1nc(N)c(C#N)c(C(C)C)c1C#N	-2.8	·	-2	0	-2	-1.4	14	5	14	-11
COc1ccc(C)cc1S(=O)(=O)N1c2ccccc2CC1C (stereo not drawn)	0.8	-0.4	2	-7	1	-0.1	6	-2	-6	-18
Cc1nc2sc3c(c2c(=O)[nH]1)CCCCC3	-1.1	-3.8	4	-4	9	0.2	16	-1	11	1
COc1cccc(/C=C(\C#N)c2nc3ccc(C)cc3[nH]2)c1OCC(=O)O	3.8	-0.9	3	-12	-8	0.7	4	8	-10	25
N#Cc1cc2cc3c(cc2nc1Cl)OCCO3	·	·	1	2	·	-4.7	-9	-5	8	·
Cc1noc(C)c1-c1nc(CS(=O)(=O)c2ccc(Cl)cc2)no1	1.9	·	4	-4	-3	-0.8	3	9	-6	10
Cc1ccc(C2(C)NC(=O)N(CC(=O)Nc3cccnc3Cl)C2=O)cc1 (stereo not drawn)	-1.0	·	6	-6	-8	-2.9	2	-11	2	12
COc1ccc(C2CC(C(F)(F)F)n3nc(C(N)=O)c(Cl)c3N2)cc1OC (stereo not drawn)	0.9	2.6	-1	1	-5	-3.4	-15	3	17	25
CC(C)(C)c1ccc(C(=O)CC(Sc2ccc(Cl)cc2)C(=O)O)cc1 (stereo not drawn)	0.7	·	-1	6	0	-0.1	-5	-1	8	26
C[C@H](CO)N1C[C@H](C)[C@@H](CN(C)S(=O)(=O)c2ccccc2)Oc2c(NC(=O)Cc3ccccc3)cccc2C1=O	3.7	-1.9	0	-7	2	-1.9	1	4	-13	·
Cc1sc2nc(CN3CCCC3)nc(N3CCN(S(=O)(=O)c4cccc(F)c4)CC3)c2c1C	-0.5	-1.2	1	-8	-4	-1.4	6	-19	-1	·
O=C(COC(=O)[C@@H]1CCCN1S(=O)(=O)c1ccc(Cl)cc1)NC12CC3CC(CC(C3)C1)C2	-2.4	·	-2	0	10	-1.9	-11	-6	7	35
CCOC(=O)CN(Cc1ccc(OC)c(OC)c1)S(=O)(=O)c1ccc(OC)cc1	2.5	1.9	-3	3	3	-2.9	-1	-5	-1	12
C[N+]1=C2CCCCCN2C(O)(c2ccccc2)C1 (stereo not drawn)	-0.2	-1.5	-2	2	4	-3.8	8	2	-8	-29
CCOC(=O)C(C(=O)Nc1cccc(C)n1)C1CCCCC1 (stereo not drawn)	-1.8	-0.3	-1	26	0	-2.6	8	3	-4	28
CC(C)CC(NC(=O)C(Cc1ccc(OCc2ccccc2)cc1)NC(=O)OC(C)(C)C)C(N)=O (stereo not drawn)	1.3	-0.5	-1	-1	-7	-0.9	2	-9	32*	-20
Cc1c(F)cccc1NS(=O)(=O)c1ccccc1C#N	1.6	-0.7	0	2	-7	-4.7	-6	7	0	-8
CN(C)c1ccc(/C=N/NC(=O)c2ccc(Cl)cc2)cc1	-4.4	-0.7	1	-12	6	1.7	31*	7	0	17
Cc1cc(C)nc(N/C(=N/S(=O)(=O)Cc2ccccc2)Nc2ccccc2)n1	2.7	-0.8	5	-1	0	-2.7	9	0	-6	-3
CCC(NC(=O)CCC(=O)N1CCN(S(=O)(=O)c2ccc(C)cc2)CC1)c1ccc(C)cc1 (stereo not drawn)	0.2	-0.7	4	-4	-2	-4.5	6	-3	21	·
COc1ccc(N2C3=[N+](CC2(C)O)c2ccccc2CC3)cc1 (stereo not drawn)	-0.7	0.3	1	-16	-2	-1.4	17	10	-9	-17
CC(C)CNC(=O)C1(C)CCCCCN1C(=O)c1cc(C#N)cs1 (stereo not drawn)	·	-0.9	0	-2	·	-1.6	8	·	7	·
c1ccc(CSc2nnc(Cc3ccccc3)o2)cc1	-1.1	·	2	2	-6	1.0	-4	1	19	12
O=C1[C@H]2[C@@H](c3ccc(F)cc3)N3C(=O)N(c4ccccc4)C(=O)[C@@]3(Cc3ccccc3)[C@H]2C(=O)N1C1CCCCC1	3.3	-2.2	-3	-6	-20	-2.2	3	-1	16	·
Cc1ccc(Cn2nnc3c(=O)n(CC(=O)c4ccccc4)cnc32)cc1	2.1	-0.6	1	-2	2	-1.0	-7	-10	2	-20
COC(=O)C(Cc1ccc(OC(=O)c2ccccc2C)cc1)N1Cc2ccccc2C1=O (stereo not drawn)	3.3	·	1	4	-5	-6.3	-4	-4	8	-9
CC1(C)CC(=O)C=C(Nc2ccccn2)C1	0.0	-0.8	-3	0	-2	-0.2	16	-3	11	12
Cc1cc(CN(C)C(=O)CC2C(=O)NCCN2Cc2c(F)cccc2Cl)n[nH]1 (stereo not drawn)	-1.1	·	1	-4	-7	-1.8	9	-4	2	8
C=C(C)C1CC=C(C)/C(=N/NC(=O)CCCNc2cccc(C)c2)C1 (stereo not drawn)	-2.6	·	-1	-8	6	-0.2	-3	-6	7	14
COc1cccc(CC(=O)N2CCC(CCC(=O)Nc3cccc(OC)c3)CC2)c1	2.3	1.1	-8	0	2	-4.2	0	3	6	2
O=C(CSc1ccccc1F)NC(=O)c1ccc(Cl)cc1	-1.9	-1.0	0	0	3	-4.2	8	3	6	·
COc1cc(OC)cc(-c2nc3ccccc3c(=O)n2NC(=O)c2cccnc2Cl)c1	0.3	-1.2	-5	0	-6	-4.2	-4	5	-6	18
O=C(Nc1ccccc1)c1cccc(S(=O)(=O)Nc2ccccn2)c1	0.7	·	-1	-7	-11	-0.6	-5	-7	-1	-2

6 records drawn at random from the list so far:
SMILES	UGM FP inh	Mtb BioA inh	Mtb FBA inh	BoNT F protease	Rv3671c protease	FadD28 binding	GDH-TPI inh	MazEF act	CCHFV vOTU inh	VHR inh abs
Cc1c[n+]([O-])cc(C)c1[N+](=O)[O-]	·	-0.2	-2	5	·	-3.5	2	10	6	·
Cc1ccc(C(=O)N2CCC(C(=O)c3ccc(Cl)cc3)CC2)cc1	2.2	2.5	0	4	2	-3.2	6	8	-1	-14
COc1ccc(C)cc1S(=O)(=O)Nc1cc2c3c(c1)CC(=O)N3CCC2	-2.2	-1.9	-2	19	2	0.2	-2	2	9	·
N#Cc1cc2cc3c(cc2nc1Cl)OCCO3	·	·	1	2	·	-4.7	-9	-5	8	·
CCOC(=O)C(=O)N1CCN(c2ccccc2OC)CC1	0.4	0.1	2	2	4	0.5	6	3	-7	-2
CCOC(=O)c1cc(NC(=O)Cc2ccc(S(=O)(=O)N3CCOCC3)s2)cc(C(=O)OCC)c1	0.3	-0.7	2	-3	-64	-1.7	-4	-19	-93	·

The results go on.
SMILES	UGM FP inh	Mtb BioA inh	Mtb FBA inh	BoNT F protease	Rv3671c protease	FadD28 binding	GDH-TPI inh	MazEF act	CCHFV vOTU inh	VHR inh abs
Cc1nc2c(C(=O)Nc3ccc(N4CCCC(O)C4)cc3)snc2c(=O)[nH]1 (stereo not drawn)	-3.5	-1.0	-2	-1	3	-3.2	44*	-8	8	5
Cc1c(C(=O)CN2CCSCC2)c2ccccc2n1C	-0.3	1.6	1	6	1	-3.1	7	-2	4	27
O=C(CSc1nc2ccccc2s1)NC(=O)NCc1ccco1	4.3	-1.2	0	0	-12	-1.0	2	-5	8	·
COC(=O)c1ccc2nc(NC(=O)CN3C(=O)CCC3=O)sc2c1	0.2	0.7	0	2	5	0.0	15	2	1	36
COc1ccc(C(CNC(=O)Nc2cccc(C)c2)N2CCN(C)CC2)cc1 (stereo not drawn)	0.4	-0.5	-1	6	-7	-4.2	-5	13	-2	-4
COc1ccc(NS(=O)(=O)c2ccc(C)c(C(=O)N3CCCCCCC3)c2)cc1	1.3	1.5	-2	7	5	-3.0	-1	0	0	·
Cc1cc(C(O)c2ncc(-c3ccc(Cl)cc3)[nH]2)ccc1F (stereo not drawn)	·	1.6	-1	-1	·	-3.9	-9	·	-3	·
O=C(COC(=O)c1ccccn1)NCc1cccc(Cl)c1	·	0.7	0	·	·	-1.5	10	1	15	·
